S1P4 antag – S1P4 receptor antagonists, primary screen, cell-based | Sphingosine 1-phosphate receptor 4 (Homo sapiens), O95977 | S1P4-expressing cells, antagonist mode, reporter read-out | inhibition, % at 4.98 µM | hit rate 0.26% among 220,000; in the data active = inhibition above about 29%;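 also: 0% = wells stimulated with agonist and 100% = vehicle wells without agonist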
Target sequence (O95977 whole entry, looked up): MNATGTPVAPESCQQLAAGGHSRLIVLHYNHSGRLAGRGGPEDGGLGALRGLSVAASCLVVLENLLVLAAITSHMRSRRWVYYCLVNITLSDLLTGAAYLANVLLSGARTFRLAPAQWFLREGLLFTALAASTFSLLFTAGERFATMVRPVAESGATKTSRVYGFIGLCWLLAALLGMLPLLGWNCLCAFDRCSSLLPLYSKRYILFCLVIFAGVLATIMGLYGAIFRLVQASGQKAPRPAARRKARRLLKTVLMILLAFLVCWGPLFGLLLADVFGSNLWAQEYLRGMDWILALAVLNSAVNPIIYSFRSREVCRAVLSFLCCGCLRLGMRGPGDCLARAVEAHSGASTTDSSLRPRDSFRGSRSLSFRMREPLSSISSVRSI
p97 ATPase inh – inhibitors of human p97 ATPase, primary screen, biochemical; Transitional endoplasmic reticulum ATPase (Homo sapiens), P55072; recombinant p97 ATPase, Kinase-Glo ATP luminescence, 3 h; inhibition, % at 8 µM; hit rate 0.42% among 220,000; AID 1481, 2009; in the data active = inhibition above about 15%;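 also: 0% = DMSO vehicle and 100% = wells lacking enzyme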
EP2 modulator – EP2 receptor modulators, cAMP readout, primary screen, cell-based, HTRF cAMP, PGE2 stimulation. hit rate 0.83% among 260,000. EP2-expressing cells, cAMP HTRF FRET, PGE2 co-stimulation. induction, % at 25 µM. Prostaglandin E2 receptor EP2 subtype (Homo sapiens), P43116;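 active = compounds whose cAMP rise, as percent of the full-agonist control response, exceeds 60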;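 also: rat C6 glioma line stably carrying human EP2 under a CMV promoter; the protocol text gives 20 µM as final concentration; 100% = response of wells given 1 µM PGE2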
NPY Y1 blocker – NPY-Y1 receptor antagonists, primary screen, cell-based. HEK293-CNG Y1 cells, membrane potential fluorescence; NPY at EC95, then isoproterenol. inhibition, % at 3.6 µM. hit rate 1% among 200,000. AID 1040, 2008;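 active = inhibition above the campaign mean inhibition of all tested compounds plus 3 SD, cut at about 20% in these data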;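 also: 0% = DMSO wells given NPY plus isoproterenol and 100% = isoproterenol alone without NPY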
Target sequence (P25929 whole entry, looked up): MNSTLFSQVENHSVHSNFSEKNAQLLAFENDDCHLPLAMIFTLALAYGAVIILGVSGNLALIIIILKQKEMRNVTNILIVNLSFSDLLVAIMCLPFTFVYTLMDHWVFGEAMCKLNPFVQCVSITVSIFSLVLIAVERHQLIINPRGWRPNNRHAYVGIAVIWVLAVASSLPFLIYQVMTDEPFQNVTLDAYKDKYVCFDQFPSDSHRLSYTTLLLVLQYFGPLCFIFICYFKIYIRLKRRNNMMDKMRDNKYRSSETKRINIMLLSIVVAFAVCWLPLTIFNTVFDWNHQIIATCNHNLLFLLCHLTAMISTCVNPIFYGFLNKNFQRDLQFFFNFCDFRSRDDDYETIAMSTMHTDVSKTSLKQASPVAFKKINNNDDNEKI
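Material: HEK293 Y1/CNG channel cell line | Also added: NPY (25 nM), isoproterenol (1 µM), Ro 20-1724 (25 µM) | Compound: One concentration, 3.6 µM, in 0.4% DMSO | Schedule: 3 h dye uptake, 1 h room-temperature compound, 45 min post-isoproterenol | Signal: Membrane-potential fluorescent dye readout | Read-out: % inhibition of NPY effect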
S1P4 ag – S1P4 receptor agonists, primary screen, cell-based; AID 1509, 2009; S1P4-expressing cell line, agonist reporter assay; hit rate 0.35% among 220,000; activation, % at 4.98 µM; in the data active = activation above about 11%;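 also: 0% = DMSO vehicle and 100% = reference agonist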
NPY-Y2 PAM-ag – NPY-Y2 potentiators or agonists, primary screen, cell-based; Neuropeptide Y receptor type 2 (Homo sapiens), P49146; cells expressing NPY-Y2, potentiator/agonist read-out; activation, % at 3.6 µM; hit rate 0.45% among 220,000; in the data active = activation above about 27%;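 also: cells stimulated with NPY near EC25 plus isoproterenol at EC100; 0% = vehicle plus submaximal agonist and 100% = vehicle plus saturating agonist; some results beyond the cut were filed as inactive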
NPY1 pot ag – NPY-Y1 receptor potentiators or agonists, primary screen, cell-based | Neuropeptide Y receptor type 1 (Homo sapiens), P25929 | NPY-Y1 expressing cells, potentiator/agonist activation | activation, % at 3.6 µM | hit rate 0.37% among 220,000; in the data active = activation above about 33%, passing the limit was not always enough;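 also: cells stimulated with NPY at EC10 then isoproterenol at EC100; 0% = low agonist plus stimulus and 100% = saturating agonist plus stimulus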
EP2 antag – human EP2 receptor antagonists, primary screen, TR-FRET cAMP, C6 glioma cells. C6 glioma cells expressing human EP2; cells stimulated with saturating PGE2. hit rate 0.52% among 260,000. inhibition, % at 25 µM. AID 1422, 2008;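 active = percent inhibition above 40 after rounding to a whole number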;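 also: rat C6 glioma host cells with rolipram phosphodiesterase inhibitor present; the protocol text gives 20 µM as final concentration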
eIF4E 4G PPI – eIF4E–eIF4G protein interaction inhibitors, primary screen, biochemical, uHTS, TR-FRET, eIF4GI fragment; Eukaryotic translation initiation factor 4E (Mus musculus) + Eukaryotic translation …; TR-FRET eIF4E-eIF4GI(517-606) binding, 2 h; inhibition, % at 21.7 µM; hit rate 0.37% among 220,000; AID 782, 2007;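 active = inhibition above about 30%, limit read from the data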;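 also: 0% = full FRET control wells and 100% = background wells lacking eIF4GI fragment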
* = called active by the depositor; / = no result given; & = joins results of further samples; [ ] = dose if it differs, or a comment. An excerpt; count on the stated rates, not on these rows.

structure,S1P4 antag,p97 ATPase inh,EP2 modulator,NPY Y1 blocker,S1P4 ag,NPY-Y2 PAM-ag,NPY1 pot ag,EP2 antag,eIF4E 4G PPI
O=C(COc1ccc2c(c1)C(=O)CC1(CCCCC1)O2)NCc1ccccn1,-6,1,2,8,-1.1,4,-5,3,-19
CC(C)N1CCN(CC#Cc2ccccc2)CC1CCO (stereo not given),1,4,-4,-4,0.3,-4,12,7,-4
COc1ccc(-n2c(SCC(=O)Nc3ncc(Cl)cc3Cl)nc3ccccc32)cc1,2,0,-8,-4,0.5,-4,20,1,6
COc1cccc(NC(=O)CN(C)S(=O)(=O)c2ccc(C)cc2)c1,-11,7,-4,-2,0.9,15,9,5,3
O=c1cc(Cn2nnc(-c3ccc(Cl)cc3)n2)nc2sccn12,-7,1,-17,3,-0.1,-2,-1,10,12
Cc1ccc(C)c(/C=N/n2cc(-c3ccccc3)[nH]c2=S)c1,10,2,-2,-1,0.7,16,14,7,-1
Cc1cc(C)n(-c2ncnc3sc(C)c(C)c23)n1,10,-5,5,-1,0.4,-6,-7,12,6
C/C(N)=C(/C#N)C(=O)COC(=O)CC12CC3CC(CC(C3)C1)C2,6,-5,4,-6,-0.9,17,9,8,4
N#Cc1nc(-c2cccs2)oc1NCCc1ccccc1,8,-2,-66,3,-4.3,-15,-19,17,-1
O=C(O)Cn1c(SCCOc2ccccc2)nc2ccccc21,-8,4,11,3,59*,-1,11,11,6
O=C(c1cc(Cl)c(=O)n(Cc2ccc(Cl)cc2)c1)N1CCOCC1,-16,4,-2,-4,0.0,4,4,5,2
COc1ccc(NC(=S)N/N=C2\CC(C)(C)Oc3ccc(O)cc32)cc1,2,7,-3,-2,1.1,13,16,8,0
Cc1ccc(-c2csc(NC(=S)NC(=O)/C=C/c3ccco3)n2)cc1,3,6,-26,1,-0.9,14,2,5,6
CCOC(=O)CNC(=O)CSc1nnc(-c2c[nH]c3ccccc23)n1CC,-3,4,9,/,1.0,-6,-3,2,-10
Cc1cc2c(=O)n(Cc3ccco3)c(SCC(=O)N3CCCc4ccccc43)nc2s1,-3,-4,44,22*,0.1,-12,-8,0,0
COc1ccc(C(=O)/C=C/c2ccc(OC)c(COc3ccccc3F)c2)cc1,-18,-2,24,6,0.3,7,-13,6,3[fluorescence artefact?]
COc1cc(C2NC(=S)NC(C)=C2C(=O)Nc2ccc(C)cc2)ccc1O (stereo not given),-17,-1,-4,-1,1.4,2,10,9,-2
N#CC1=C2SCN(c3ccccc3)CN2C(=O)CC1c1cccs1 (stereo not given),-10,6,30,-2,1.1,-5,1,17,-5
COc1ccc(CN2C(=O)CCC2(C)C(=O)NCc2cccnc2)c(OC)c1 (stereo not given),-3,-1,4,7,-0.1,-14,-5,10,2[fluorescence artefact?]
Cc1cc(-c2ccccc2)c(C#N)c(SCC(N)=O)n1,-1,-2,21,2,0.0,-16,-29,13,2
CS(=O)(=O)NCCNC(=O)c1cc(OCC(F)(F)F)ccc1OCC(F)(F)F,-15,-5,13,-1,0.5,-1,1,3,4
CCOc1ccc(N2C(=O)CSC23CCCCC3)cc1,-14,-7,30,5,2.7,3,10,9,1
COc1cc(NC(=O)CN2c3ccccc3CC2C)cc(OC)c1OC (stereo not given),-10,2,-32,1,1.4,-14,-3,/,-4
CC(=O)N1C=CN(C(C)=O)C(c2cn(C)c3ccccc23)C1c1cn(C)c2ccccc12 (stereo not given),1,2,2,2,1.7,8,16,14,5
Cc1cc(C(=O)COC(=O)c2cccs2)c(C)n1-c1c(C)n(C)n(-c2ccccc2)c1=O,-15,1,2,0,2.4,-3,2,11,7
CCN(CC)CC(=O)N1c2ccccc2Sc2ccc(Cl)cc21,-21,-4,42,2,-1.1,4,-1,9,-2
COCCN(CCOC)C(=S)Nc1ccccc1,-5,8,-10,1,-1.0,-6,10,5,0
CCCCCCCCC(=O)NCCOc1ccc(OC)cc1,-8,-1,30,18,2.2,-1,-8,8,2[fluorescence artefact?]
CCOc1ccc(C(=O)Nc2nc3ccccc3[nH]2)cc1OCC,-18,-2,-63,8,0.7,-1,4,10,0
O=C(Nc1ccc2nn(-c3ccccc3)nc2c1)c1cccnc1,-1,-3,-13,2,0.8,0,-5,40*,-3
Cc1ccc(OCC(=O)N2CCN(c3nnc(-c4ccc(C)cc4)c4ccccc34)CC2)cc1,-7,-4,-5,1,3.0,0,-5,8,-21
COC(=O)CCN(C)CCC(=O)OC,-5,-8,7,4,0.5,-4,1,5,1
COc1ccc(CCNc2cc(C)nc3c(-c4ccccc4)cnn23)cc1OC,14,-5,-5,0,1.6,-1,-12,9,-1
O=C1CCCC(O)=C1N=Nc1ccc(Cl)c(Cl)c1,-40,5,-56,-3,3.3,10,5,5,0
COC(=O)c1[nH]c(=O)c2ccccc2c1O,-5,4,19,0,0.5,9,-4,11,-4
CCc1nnc(NS(=O)(=O)c2ccc(NC(=O)c3cccc(Cl)c3)cc2)s1,2,-1,15,-4,-1.5,-8,-5,4,0
CCN(CC)CCNc1nc2c(c(=O)n(C)c(=O)n2C)n1C/C=C(/C)Cl,-5,3,13&-31,-8,1.0,10,15,12&16,-3[fluorescence artefact?]
Cn1c(NCc2cccnc2)nc2c1c(=O)n(Cc1ccccc1F)c(=O)n2C,-3,2,3,-4,-0.3,17,-4,1,4
O=C(CCCn1cnc([N+](=O)[O-])n1)Nc1cccc2ccccc12,112*,7,6,-4,0.1,7,12,5,0
Brc1ccc(CSc2nnc(Cc3c[nH]c4ccccc34)o2)cc1,-4,-2,5,10,2.1,-14,-29,/,-2[fluorescence artefact?]
Fc1ccc(CSc2ncnc3scc(-c4ccccc4)c23)cc1,-21,4,51,10,1.2,-11,-64,7,6
C#CCNC(=O)C1=C[C@H](c2ccccc2)[C@@H](CCCO)[C@H](OCC)O1,-8,2,-9,4,-0.4,-5,-2,5,5
Cc1ccc(C2=NNC3(CCOC(C)(C)C3)S2)cc1 (stereo not given),-1,2,10,9,-0.3,4,7,9,0
Cc1ccc(CNS(=O)(=O)c2ccc3c(c2)CCN3C(=O)CCCC(=O)O)cc1,-19,0,14,-3,1.9,12,11,4,-3
CCOC(=O)c1c(C)[nH]c(C2=NNC(=Nc3cccc(Cl)c3)SC2)c1C,8,7,8,-3,-1.3,-11,-4,12,1
CC(=O)c1cccc(N(CC(=O)Nc2ccc(F)cc2F)S(C)(=O)=O)c1,-3,3,13,-3,-0.1,-12,1,5,-8
Cc1cc(C)cc(N2C(=O)CC(n3nc(C)cc3C)C2=O)c1 (stereo not given),-26,3,2,5,-3.4,11,11,16,-9
COc1ccc(CN(C)CC(=O)NC(=O)NCc2ccccc2)cc1OC,-12,0,-8,4,0.5,7,-7,15,6
CCCCCCCCn1cnc2c(N)c(C)c(C)cc21,-4,-3,62*,12,-3.4,12,3,3,9
O=C(c1ccc(S(=O)(=O)N2CCOCC2)cc1)N1CCCc2ccccc21,-5,-4,-4,-2,0.3,-8,-2,7,4

Other entries.
structure,S1P4 antag,p97 ATPase inh,EP2 modulator,NPY Y1 blocker,S1P4 ag,NPY-Y2 PAM-ag,NPY1 pot ag,EP2 antag,eIF4E 4G PPI
O=c1oc2c(CN3CCCCC3)c(O)ccc2c2c1CCCCC2,-8,1,-1,7,3.6,2,-17,/,0
O=C1CC(N2CCSCC2)C(=O)N1c1ccc(F)cc1 (stereo not given),-3,3,-3,/,-0.7,13,16,13,1
CC(Sc1ccc2c(c1)OCCO2)C(=O)Nc1ccc2c(c1)OCO2 (stereo not given),4,2,-50,0,-1.8,4,-19,15,4
O=C(N/N=C/c1cccnc1)c1cc(-c2cccs2)nc2ccccc12,-4,7,-3,1,0.2,-9,-3,9,3[fluorescence artefact?]
CC(=O)c1c(Nc2cccc(F)c2)oc(C)cc1=O,-7,-5,18,/,-1.6,4,0,4,2
CN1CCN(CCCNC(=O)C2CC(=O)N(C3CCCCC3)C2)CC1 (stereo not given),-11,2,6,4,-2.1,-2,-8,4,-4
Cc1ccc(-c2csc3ncn(CC#N)c(=O)c23)cc1,-7,7,-7&2,0,-1.4,8,-8,4&3,9
COc1cc(/C=N/NC(=O)c2ccncc2)ccc1OC(=O)c1ccccc1Cl,-1,2,-52,-9,1.3,-6,7,6,4
O=C(NC1CCS(=O)(=O)C1)/C(=C\c1ccc(F)cc1)NC(=O)c1ccccc1 (stereo not given),-4,-8,6,3,-1.3,-8,-6,6,-1
COc1cc(OC)cc(C(=O)NCCOC23CC4CC(CC(C4)C2)C3)c1,-1,-1,-45,-2,-0.4,2,11,5,0

An excerpt from above, limited to EP2 modulator and NPY1 pot ag.
smiles,EP2 modulator,NPY1 pot ag
O=C(NC1CCS(=O)(=O)C1)/C(=C\c1ccc(F)cc1)NC(=O)c1ccccc1 (stereo not given),6,-6
COc1cc(OC)cc(C(=O)NCCOC23CC4CC(CC(C4)C2)C3)c1,-45,11

Next section
structure,S1P4 antag,p97 ATPase inh,EP2 modulator,NPY Y1 blocker,S1P4 ag,NPY-Y2 PAM-ag,NPY1 pot ag,EP2 antag,eIF4E 4G PPI
CCOC(=O)c1ccc(OS(=O)(=O)c2ccccc2)c(OC)c1,-2,-2,-44,-2,-0.5,-2,-26,6,0
COc1ccc(Cc2nnc(NC(=O)c3ccccc3[N+](=O)[O-])s2)cc1,1,-1,10,16,-1.4,-28,-5,3,-3
O=C(O)C1CCC(CN(Cc2cccc(Br)c2)C(=S)Nc2ccccc2F)CC1 (stereo not given),-8,-3,35,-2,-1.3,-9,21,5,2
CCCNC(=O)NC(C(=O)OC)C12CC3CC(CC(C3)C1)C2 (stereo not given),5,4,19,-1,0.2,16,11,10,-11
O=C(NCc1ccc2c(c1)OCO2)C(=O)NCC1CCCO1 (stereo not given),-2,-1,-9,4,-0.7,-2,8,10,0
COc1c(F)c(F)c(C(=O)O)c(Nc2ccc(C)cc2C)c1F,-14,8,8,6,0.3,-3,2,6,-2
CCOC(=O)c1c(-c2ccc(C)cc2)csc1NC(=O)c1cccc(N2C(=O)CCC2=O)c1,-20,3,60,-1,2.2,-1,0,7,6
O=C(CCSc1ccccc1)N1CCOCC1,-10,-5,24,3,-0.6,-11,-24,9,1[fluorescence artefact?]
Nc1nc(SCC(=O)C23CC4CC(CC(C4)C2)C3)n[nH]1,2,5,-14,-5,0.0,7,9,9,/
Cn1ncc2c(NCc3cccc(C(F)(F)F)c3)c(C(=O)O)cnc21,-7,-1,-11,4,0.7,-6,-7,8,0
Cc1cccc(Nc2ncnc(N)c2[N+](=O)[O-])n1,-11,5,-12,-1,3.0,5,-4,8,1
